# From PubChem
# SDO1 yeast rescue – growth rescue of sdo1-depleted yeast, primary screen, S. cerevisiae, bone marrow failure model | z-score at 10 µM | S. cerevisiae sdo1-depleted JHY4D growth rescue, OD600 30 h; stronger effect = higher value; pdr5 snq2 efflux-pump mutant strain | 140,000 tested, 0.21% active;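 active = z-score above 3 at both the 24 hr and the 30 hr optical density reads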;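 also: z-score against mean and SD of all compound wells on the same plate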
# INS promoter inh – inhibitors of insulin promoter-driven GFP, primary screen, imaging, TRM-6 cells (human fetal islet line), eGFP reporter, cell count; reporter expression induced with tamoxifen; inhibition, % at 2 µM; 130,000 tested, 0.9% active;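 active = inhibition above the mean plus 3 SD, with well images judged a real hit on visual review, cut at about 60% in these data, passing the limit was not always enough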
# SDO1 yeast rescue Rescue 24 h – recorded beside SDO1 yeast rescue, whose call it bears; z-score; S. cerevisiae sdo1-depleted JHY4D growth rescue, OD600; measured here: growth rescue at 24 h;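 0 is the plate mean of compound wells and units are plate SD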
# Numbers without * were called inactive; i = inactive; x = not tested or not shown; & = joins results of further samples.
mol	SDO1 yeast rescue	SDO1 yeast rescue Rescue 24 h	INS promoter inh
Cc1cccc(C2c3[nH]c4ccccc4c3CCN2C(=O)c2ocnc2C)n1 (stereo not given)	x	x	-38
C=CCOc1ccc2cccc(/C=N/NC(=O)c3cc4cc([N+](=O)[O-])ccc4s3)c2c1	-1.2	0.17	x
CCOC(=O)N1CCC(NC(=O)CCC(=O)N2CC(C)Oc3ccc(Cl)cc32)CC1 (stereo not given)	1.2	1.2	-16
Cc1ccc(NC(=O)COc2ccccc2)c(NC(=O)c2ccccc2C)c1	x	x	-110
COc1cc(OC)cc(-c2nnc(Nc3nc4c(F)cccc4s3)o2)c1	0.04	-0.89	-65
COc1ccc(C(=O)CSc2nnc(NC(=O)C3CC(=O)N(c4cccc(OC)c4)C3)s2)cc1 (stereo not given)	-0.16	0.63	39
Cc1cc(N2CCN(C)CC2)nc2ccc(NC(=O)c3ccc(Br)o3)cc12	0.81	-0.09	x
Cc1ccc(C)c(S(=O)(=O)N2CCN(C(=O)Cn3c(C(F)(F)F)nc4ccccc43)CC2)c1	2	2	15
O=C(NCc1ccc2c(c1)OCO2)c1ccc(N2C(=O)C3CCCCC3C2=O)cc1 (stereo not given)	0.13	-0.02	37
COc1ccc(N2C(=O)/C(=C/c3ccc([N+](=O)[O-])cc3)C=C2c2ccccc2)cc1	-1.5	-0.28	-29
Cc1ccc(C)c(N2CCN(C(=O)CCCN3C(=S)NC(C)(C)CC3C)CC2)c1 (stereo not given)	-0.3	-1	-38
Cn1c(COc2ccccc2)nnc1SCC(=O)Nc1ccc(N2CCOCC2)c(Cl)c1	-0.16	-0.01	27
Cc1ccc(S(=O)(=O)N/N=C\c2ccc3c(c2)OCO3)cc1	-0.66	-0.59	4
CC1Cc2ccccc2N1S(=O)(=O)c1cccc(C(=O)c2nccn2C)c1 (stereo not given)	-0.98	-0.87	-38
CC(=O)NC(Cc1ccccc1)C(=O)OCC(=O)c1ccccc1 (stereo not given)	-0.29	-1.8	-13

# Retrieved by structure from the entries so far, six records:
mol	SDO1 yeast rescue	SDO1 yeast rescue Rescue 24 h	INS promoter inh
Cc1ccc(C)c(N2CCN(C(=O)CCCN3C(=S)NC(C)(C)CC3C)CC2)c1 (stereo not given)	-0.3	-1	-38
CC1Cc2ccccc2N1S(=O)(=O)c1cccc(C(=O)c2nccn2C)c1 (stereo not given)	-0.98	-0.87	-38
Cn1c(COc2ccccc2)nnc1SCC(=O)Nc1ccc(N2CCOCC2)c(Cl)c1	-0.16	-0.01	27
Cc1cc(N2CCN(C)CC2)nc2ccc(NC(=O)c3ccc(Br)o3)cc12	0.81	-0.09	x
O=C(NCc1ccc2c(c1)OCO2)c1ccc(N2C(=O)C3CCCCC3C2=O)cc1 (stereo not given)	0.13	-0.02	37
Cc1ccc(S(=O)(=O)N/N=C\c2ccc3c(c2)OCO3)cc1	-0.66	-0.59	4

# (next part)
mol	SDO1 yeast rescue	SDO1 yeast rescue Rescue 24 h	INS promoter inh
Cc1cc(N2CCC(C(=O)Nc3ccc(F)cc3)CC2)nc(-c2ccccc2)n1	-1.2	0.1	15
COc1cc(CNn2c(C)n[nH]c2=S)cc(Cl)c1OCc1ccc(F)cc1	-0.67	0.1	-30
Cc1cccc(C)c1NC(=O)C1CCCN(CCCc2ccccc2)C1 (stereo not given)	0.86	0.73	-71
Cc1[nH]c(=O)c(C(=O)/C=C/c2ccccc2)c2c1CCCC2	-1.5	-0.98	x
Cn1c(SCC(=O)NCc2ccco2)nnc1-c1ccccc1	1.1	0.7	-437
Cc1cccc(OCc2nc(-c3ccc(-n4cccc4)cc3)no2)c1	0.26	-0.16	x
O=[N+]([O-])c1cc2c(cc1/C=N/Nc1nc(N3CCCC3)nc(N3CCCC3)n1)OCO2	-1.2	-1.1	-41
CCOC(=O)c1[nH]c(C)c(/C(O)=C2\C(=O)C(=O)N(CCN3CCOCC3)C2c2cccs2)c1C (stereo not given)	-0.07	-1	-4
CCOC(=O)c1c(-c2ccc(F)cc2)csc1/N=C/N(C)C	x	x	-75
CCOC(=O)C1CCN(C(c2cccs2)c2sc3nc(C)nn3c2O)CC1 (stereo not given)	1.2	1.3	-143
Cc1ccc(N2CC(C(=O)N3CCc4ccccc4C3)CC2=O)cc1 (stereo not given)	0.07	1.6	x
O=C(/C=C/c1ccccc1)N1CCN(c2c(Cl)cccc2[N+](=O)[O-])CC1	-0.94	-0.88	x
O=C(N/N=C(\c1ccccc1)c1ccccn1)c1cccc([N+](=O)[O-])c1	x	x	-150
Cc1cccc2cc(CN(Cc3ccc(F)cc3)C(=O)N3CCOCC3)c3nnnn3c12	-0.6&-1	-0.05&-0.54	17
C=CCn1c(O)c(C(CC)=NCCN2CCOCC2)c(=O)[nH]c1=O	1.3	2	x
Fc1ccc(NC(=S)N/N=C/c2cccc(Br)c2)c(F)c1	-0.98	0.52	29
Cc1cc(Br)c(NC(=O)COC(=O)C2CC2C)c(Br)c1 (stereo not given)	0.1	-0.78	7
COC(=O)C(C)n1cnc2c(nnn2-c2cccc(Cl)c2)c1=O (stereo not given)	0.42	0.78	x
CCCCn1nc2cc(C(=O)NCC34CC5CC(CC(C5)C3)C4)ccc2c1OC	-0.89	0.06	x
O=C(COc1ncnc2cc([N+](=O)[O-])ccc12)NCc1ccc2c(c1)OCO2	0.69	0.93	2
CCOC(=O)C1=C(CP(=O)(c2ccccc2)c2ccccc2)NC(=O)NC1c1ccc(Cl)cc1 (stereo not given)	-0.34	-0.55	x
COc1ccc(C2=NOC3(CC(=O)N(c4ccc(F)cc4)C3=O)C2)c(OC)c1 (stereo not given)	1.3	2.3	16
CC(=O)Nc1sc2c(c1CN1CCN(c3ccccn3)CC1)CCCC2	0.25	-0.24	24
CCOC(=O)Cc1ncccc1C(=O)Nc1ccc(OC)cc1	x	x	0
O=c1nc(C(F)(F)F)nc2ccccn12	0.53	-0.52	46
C=CCn1c(C)cc(C(=O)CN2C(=O)NC3(CCCc4ccccc43)C2=O)c1C (stereo not given)	0.98	1.4	12
COc1ccc(-c2ccc(CCC(=O)O)n2CC(C)C)cc1	0.25	-1.1	-31
Cc1ccc(Nc2oc(C)nc2C#N)cc1	0.85	0.09	-36
COc1cccc(OCCc2c(C)n[nH]c2C)c1	0.57	0.8	i
CN(c1ccccc1)c1cc(=O)[nH]c(=O)[nH]1	-0.67	-1.4	x
CCOC(=O)C1CCCN(C(=O)c2ccc(OCC)cc2)C1 (stereo not given)	-0.28	-0.84	12
N#CC(C#N)=C1C=CC=CN1/C(=C\c1ccccc1)C(=O)c1cccs1	-0.7	-1.1	x
O=C(Cn1nnc(-c2ccncc2)n1)N1CCc2ccccc21	-0.55	-0.53	-230
CCOCCc1nnc(NC(=O)c2ccc(OC)c(OC)c2)s1	0.45	0.1	-36
COc1ccc(C(=O)O/N=C(/c2ccccc2)c2ccncc2)cc1OC	x	x	0
Cc1ccc(S(=O)(=O)N(Cc2ccc(F)cc2)Cc2ccco2)cc1	-0.18	0.15	54
CN(C)CC(C)(C)CNS(=O)(=O)c1ccc(OC(F)(F)F)cc1	x	x	33
Cc1cc2c(cc1C)NC(c1cccnc1)C1=C(CC(C)(C)CC1=O)N2 (stereo not given)	-0.05	-0.02	60
Cc1cc2nc(CCN(C(=S)NCC(C)C)C3CCCC3)[nH]c2cc1C	-0.48	-0.23	4
CC(=O)NC1(C(F)(F)F)NC(=O)N(C2CCCCC2)C1=O (stereo not given)	0.18	-0.11	-53
Cn1c(/C(C#N)=C/c2ccc(-c3ccc(S(N)(=O)=O)cc3)o2)nc2ccccc21	-1.3	-1.2	4
O=c1c(Cl)c(NCc2ccco2)cnn1C12CC3CC(CC(C3)C1)C2	x	x	33
CCn1cc(C(=O)O)c(=O)c2cc(F)c(N3CCN(S(=O)(=O)c4ccc(NC(=O)OC)cc4)CC3)cc21	-1.1	-0.79	29
Cc1ccc(NC(=O)CSCC(N)=O)cc1C	0.56	0.35	38
O=C(COc1ccc(Cl)cc1)Nc1ccc2c(c1)CCC2	-0.07	0.23	10

# One compound at a time (already shown). Values in the order: SDO1 yeast rescue | SDO1 yeast rescue Rescue 24 h | INS promoter inh
# Entry for Cc1ccc(C)c(N2CCN(C(=O)CCCN3C(=S)NC(C)(C)CC3C)CC2)c1 (stereo not given) = -0.3 | -1 | -38
# Entry for CCOCCc1nnc(NC(=O)c2ccc(OC)c(OC)c2)s1 = 0.45 | 0.1 | -36

# More records.
compound,SDO1 yeast rescue,SDO1 yeast rescue Rescue 24 h,INS promoter inh
Cc1cc(C)n(CC(O)COc2ccccc2)n1 (stereo not given),0.88,0.53,22
Cc1cc(/C=N/NC(=O)Cn2c3ccccc3c(=O)c3ccccc32)c(C)n1-c1ccc(Cl)cc1,-0.59,0.96,-21
CN(CCO)c1cc(N2CCCCC2)c2nonc2c1[N+](=O)[O-],x,x,-21
O=[N+]([O-])c1cc([N+](=O)[O-])c2cccnc2c1Oc1ccccc1O,-0.34,0.18,x
CC1CCCCN1C(=O)CSc1nnc(-c2ccc(Cl)s2)o1 (stereo not given),-0.29,-0.23,30
C=CCN(CC(=O)NCc1ccc(F)cc1)C(=O)c1csnn1,1.4,2.3,43
O=C1CCC(=O)N1c1ccc(NCc2ccccc2Cl)c([N+](=O)[O-])c1,-0.52,-0.09,-16
O=C(c1ccco1)N1CCN(C2CCCC2)CC1,-0.35,-0.95,x
CCOC(=O)c1cc(CN2CCOCC2)oc1-c1ccccc1,0.56,-0.09,-29
CC1CCN(C2=NC(=O)/C(=C/c3cn[nH]c3-c3ccccc3)S2)CC1,0.76,0.46,-30
CCOCCOc1cccc(C(=O)NC(c2ccccc2)C(C)C)c1 (stereo not given),x,x,-53
Cc1ccc(S(=O)(=O)/N=C2/NC(=O)/C(=C/c3ccc(Br)o3)S2)cc1,1.4,0.64,19
Cc1ccc(C(=O)Nc2c(C#N)c(C)c(C)n2Cc2ccccc2)cc1,-0.92,-0.44,-7
Cc1cc(N/N=C/c2ccncc2)nc2ccccc12,x,x,-37
C=CCn1c(C)cc(C(=O)COc2ccc(C)nc2[N+](=O)[O-])c1C,-0.51,-1.2,50
CC1(C)Cc2c(sc3ncnc(NNC(=S)NCc4ccccc4)c23)CO1,-0.38,-0.48,-207
O=C(NC1CCCCC1)N1CCC(c2nc3ccccc3[nH]2)CC1,-0.37,-0.8,6
CC(=O)Nc1ccc(-c2ccc3nnc(C)n3n2)cc1,x,x,8
CCOC(=O)c1ccc(-n2ccnc2)c(NC(=O)c2ccc(C(C)(C)C)cc2)c1,1.4,1.5,x
COc1cc(N2CN=c3s/c(=C\c4ccccn4)c(=O)n3C2)cc(OC)c1OC,0.65,0.87,-4
Cc1snc(SCC(=O)N/N=C(\N)COc2ccc(F)cc2)c1C#N,-0.14,0.16,x
Cc1c(CCO)c(=O)oc2n[nH]c(-c3ccccc3)c12,x,x,0
CCOC(=O)N1CCN(S(=O)(=O)c2ccc(C(=O)Nc3ccc4c(c3)C(=O)NC4=O)cc2)CC1,-0.15,1,24
O=C1CC(N2CCN(C/C=C/c3ccccc3)CC2)C(=O)N1Cc1ccc(N2CCCC2=O)cc1 (stereo not given),0.62,0.29,-82
COc1ccc(CCNC(=O)C2CC(=O)N(c3ccccc3)C2)cc1OC (stereo not given),1.1,0.39,11
CC(C)c1c(C#N)c(N)nc(SCC(=O)c2cc3ccccc3oc2=O)c1C#N,1.2,0.27,x
COCCn1c(C)cc(C(=O)CSc2cc(C)c3ccccc3n2)c1C,-1.6,-1.3,x
CCOc1ccc(NC(=O)Cc2c(O)c3ccccc3[nH]c2=O)cc1,1,0.76,-12
C=CCn1c(Br)nc2c1c(=O)n(C)c(=O)n2C,0.64,2,66
O=C1c2cccc3c(N4CCCCC4)ccc(c23)C(=O)N1c1cccc(O)c1,x,x,-345
CCN1C(=O)CSc2ccc(C(=O)NCCCN3CCOCC3)cc21,-0.81,-0.92,-6
CC(C)Oc1ccc(C(=O)NC(=S)Nc2ccc(CN3CCOCC3)cc2)cc1,-1.4,-0.81,x

# Arranged by value in INS promoter inh (smallest number first): three from the list above
Molecule	INS promoter inh
CCOc1ccc(NC(=O)Cc2c(O)c3ccccc3[nH]c2=O)cc1	-12
COc1ccc(CCNC(=O)C2CC(=O)N(c3ccccc3)C2)cc1OC (stereo not given)	11
C=CCn1c(Br)nc2c1c(=O)n(C)c(=O)n2C	66

# Continuation:
compound,SDO1 yeast rescue,SDO1 yeast rescue Rescue 24 h,INS promoter inh
COc1ccc(C2(O)CCN(C(=O)NC3CCCCC3)CC2)cc1,-0.26,-0.47,x
COC(=O)c1c(NC(=O)/C=C/C(=O)O)sc(C)c1-c1ccc(C)c(C)c1,0.95,0.58,15
CCOC(=O)C1CN(S(=O)(=O)c2ccccc2)c2cc(S(=O)(=O)CC)ccc2O1 (stereo not given),0.07,-1.2,0
COC(=O)c1c(NC(=O)CSc2ncnc3c2cnn3-c2ccccc2Cl)sc2c1CCCC2,0.98,1.7,43
COc1ccccc1CP(=O)(c1ccccc1)c1ccccc1,1.4,1.5,3
Cc1cc(C)c2c(c1)NC(c1cc3c(cc1Br)OCO3)C1CC=CC21 (stereo not given),-0.27,0.11,30
COc1ccc(C(=O)Nc2ccc3nc4n(c(=O)c3c2)CCCC4)cc1[N+](=O)[O-],-0.02,1.2,6
O=C(OCCN1C(=O)CCC1=O)c1ccc(S(=O)(=O)N2CCCCC2)cc1,-0.26,-0.6,8
O=c1cc(O)nc(SCc2ccccc2)n1-c1ccc(F)cc1,1.5,1.7,0
O=C(Nc1cccc(S(=O)(=O)Nc2ccc(Cl)cc2)c1)c1cc2c(s1)CCCC2,-0.98,-0.79,x
CNS(=O)(=O)c1cccc2cccnc12,0.34,0.05,-393
